# CCT chaperon mod: modulators of cytosolic chaperonin (CCT/TRiC) activity; purified chaperonin ATPase assay, HTRF ADP detection, 30 min; activity change, % (concentration not given with the values), hits read low; hit rate 0.3% among 360,000; AID 651819; in the data active means activity change below about -30%; further: on the % scale 0 is the no-effect control and ±100 the full control effect
#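 We incubate TRiC, 40 or 20 nM final, with library compounds at 76 uM and 10 uM ATP for 30 min at 37 °C. ADP formed is detected with Transcreener HTRF reagents after 30 min at room temperature.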
# EPAC2 ag: EPAC2 (human) agonism; Potency, µM (series often up to 154 µM), for inactives: at the highest dose activation, actives largely listed as activators; hit rate 0.079% among 360,000; Q8WZA2; EPAC2 activation, biochemical qHTS; response scale: 100% = 6.5 mM cAMP response; further: potency means the concentration at half of the fitted maximal effect; nearly all actives have a fitted effect of over 50% in size
#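 Exchange assay: 100 nM EPAC2 with 250 nM Rap1B-BODIPY-GDP and 50 uM GDP. Fluorescence (ex 480/em 540 nm) read every 5 min for 30 min at room temperature. Data normalized to 6.5 mM cAMP as agonist control.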
# PTHR1 ag: activates the human parathyroid hormone receptor PTHR1; HEK293 GP2 PTHR1 cells, GloSensor cAMP luminescence, 1 h; hit rate 0.075% among 410,000; Potency, µM (top dose mostly 115 µM), without a hit: top-dose activation, usual class: activators; Q03431; further: potency means the concentration at half of the fitted maximal effect; nearly all actives have a fitted effect of over 55% in size; some results filed as inactive show a strong effect at the top dose; inactives centre near -15; many of its hits are not listed in these tables
#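 HEK-293-derived GP2 cells expressing PTHR1 and a GloSensor cAMP reporter, 3,000/well, plated overnight, given luciferin plus IBMX (each 0.5 mM as added) for 1 h at 37 °C, then compound for 1 h at 37 °C. Luminescence was read after 15 min at room temperature.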
# EPAC2 antagonist: antagonists of human EPAC2; Q8WZA2; EPAC2 GEF exchange of Rap1B-BODIPY-GDP, fluorescence; Potency, µM (highest dose often 114 µM), for the others: at the top dose activity, negative = inhibition, usual class: inhibitors; hit rate 0.18% among 360,000; further: potency means the concentration at half of the fitted maximal effect; on the % scale 0 is the no-effect control and ±100 the full control effect; nearly all actives have a fitted effect of over 45% in size; many of its hits are not listed in these tables
# DRD3 agonist: activates the human D3 dopamine receptor; P35462; D3R DiscoveRx beta-arrestin cells, luminescence, 90 min; max activation, %; hit rate 0.58% among 410,000; AID 652048; in the data active means max activation above about 30%; further: 0% is about no effect; mostly tested at two doses, the higher about 12 µM
#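 Agonist-mode cell screen: cells plated at 1500/well and incubated overnight at 37 °C, then exposed to library compounds for 90 min at 37 °C. Detection reagent was added for 30–60 min at room temperature, and luminescence was read.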
# DRD3 antagonist: blocks the human D3 dopamine receptor; AID 652054; hit rate 2.5% among 360,000; D3R cells, DiscoveRx beta-arrestin luminescence, antagonist mode; stronger effect = lower value; P35462; max response, negative = inhibition, %; in the data active means max response below about -50%; inconclusive means no clear call, values can overlap the other calls; further: on the % scale 0 is the no-effect control and ±100 the full control effect; mostly tested at two doses, the higher about 12 µM
#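 Cells expressing the human receptor were seeded at 1500 cells/well, incubated overnight at 37 degrees C in 5% CO2, then exposed to library compounds with dopamine controls for 90 minutes at 37 degrees C before luminescent detection.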
# Akt phos inh: Akt phosphorylation inhibition. Neuro2A IGF-stimulated pAkt S473 HTRF, 20 min; stronger effect = lower value. activity change, % for hits at 50 µM. hit rate 0.32% among 360,000; in the data active means activity change below about -80%; inconclusive means mostly about -51% to -80%; further: on the % scale 0 is the no-effect control and ±100 the full control effect
#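 Neuro2A cells in DMEM with 0.5% FBS, overnight at 37 deg C, given compound at single 50 µM final, then IGF (6 nM final) for 20 min at 37 deg C. Lysed; phospho-Akt Ser473 by HTRF after 24 h, 665/615 ratio.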
# MmCpn inh: M. maripaludis TRiC chaperonin inhibition. purified Mm-Cpn ATPase, ADP Transcreener TR-FRET. Potency, µM (doses to about 76.9 µM), inactives show top-dose activity, negative = inhibition, hits mostly inhibitors. hit rate 0.031% among 330,000. AID 504842; further: potency means the concentration at half of the fitted maximal effect; on the % scale 0 is the no-effect control and ±100 the full control effect; nearly all actives have a fitted effect of over 80% in size
#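 Reaction buffer contained 30 mM Tris pH 7.4, 100 mM KCl, 5 mM MgCl2 and 1 mM DTT. Mm-CPN (25 nM final) hydrolysed 10 uM ATP over 30 min at 37°C; ADP was read by HTRF.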
# Starred values were filed as active, the others as inactive; i = inactive; u = inconclusive; x = no result given; & = joins results of further samples; [ ] = another dose, or the depositor's remark. Unless noted, the call rests on the fitted dose curve; in most records, active means well fitted curve in the direction sought with a large enough effect; inconclusive means small, poorly fitted or top-dose-only effect, or another doubt; inactive means no such curve, though single readings can be large; an effect the other way counts as inactive or inconclusive.
SMILES,CCT chaperon mod,EPAC2 ag,PTHR1 ag,EPAC2 antagonist,DRD3 agonist,DRD3 antagonist,Akt phos inh,MmCpn inh
CC12CCCC(=O)C1CCC(=Cc1ccco1)C2=O (centres undefined),-2.6,14.6%,-1.0%,6.2%,2.4,-11.0,i,x
Cc1cc(NC(=O)CN2CCN(c3ncccn3)CC2)no1,-1.2,10.3%,-0.3%[57.5 µM],3.0%,-3.5,12.0,i,-3.3%
O=C(O)Cn1cc(C(=O)C2CC2)c2ccccc21,2.5,-6.7%,u,1.7%,1.6,-9.4,i,-2.1%
COc1ccc(CCNC(=O)c2c(N)no[n+]2[O-])cc1OC,-0.9,3.6%,-6.0%,-1.9%,-14.9,u,i,-0.6%
CCCCC/C(=N\NC(=O)CCC(=O)NCc1ccccc1)c1ccccc1,1.3,-18.7%,-13.5%,-2.6%,-0.2,12.9,i,-2.1%
Cc1nnc(NC(=O)CCNC(=O)c2ccccc2Cl)s1,-0.2,0.9%,i,5.3%,1.2,13.7,i,0.8%
O=C(CSc1c(Cl)cccc1Cl)N1CCC(c2nc3ccccc3s2)CC1,0.3,12.7%,-23.7%,-3.5%,2.3,13.3,i,1.3%
O=C(/C=C/c1ccc(Cl)c(Cl)c1)NCc1ccco1,0.5,6.7%,-74.0%[inhibitor],-18.7%,9.2,4.6,i,0.2%
Cc1nc2ccccc2n1S(=O)(=O)c1ccc(F)cc1,-0.1,7.8%,-5.8%,-3.7%,5.8,8.6,i,-0.1%
O=c1cc(CN2CCN(c3ccc(F)cc3)CC2)nc2sccn12,-1.6,4.9%,i,0.5%,-0.5,36.7,i,-6.8%
COc1cc(/C=N/NC(=O)c2ccncc2)ccc1OCc1cnc(Cl)s1,-3.4,5.3%,i,3.2%,1.4,-21.4,i,0.6%
COc1ccc(NC(=O)c2c[nH]c(=O)n(-c3ccc(C)c(C)c3)c2=O)c(OC)c1,-1.1,0.4%,-0.2%,22.1%,0.1,19.4,i,x
CCN(C(=O)COC(=O)CNC(=O)c1ccc2ccccc2c1)C1CCS(=O)(=O)C1 (centres undefined),-1.5,7.3%,21.8%,1.2%,-4.6,-10.7,i,1.4%
CCCCn1c(N)c(N(CCOC)C(=O)CSCc2ccccc2C)c(=O)[nH]c1=O,1.3,-3.5%,i,8.9%,0.1,-21.8,i,2.5%
Cc1cccc(-n2cnc3c(sc4nc(N5CCOCC5)c5c(c43)CCCC5)c2=O)c1,-0.1,-2.4%,-21.2%,-5.8%,6.1,7.4,i,-0.5%
COC(=O)c1noc(C)c1-c1ccnn1C(=O)c1ccc(Cl)cc1,-0.2,9.2%,-12.4%,9.4%,-6.3,-3.8,i,-1.8%
N#Cc1c(NC(=O)CCN2C(=O)c3ccccc3C2=O)oc(-c2ccccc2)c1-c1ccccc1,1.2,11.5%,i,-1.9%,-6.0,-85.3*,i,1.4%
Cc1noc(C)c1COc1ccc(C(=O)NCCc2ccc(S(N)(=O)=O)cc2)cc1,-1.7,-4.2%,-3.0%,-14.3%,-5.1,2.3,i,2.4%
O=C(OCC(=O)N1CCCC1=O)c1cccc(S(=O)(=O)N2CCOCC2)c1,1.0,-1.7%,i,3.7%,4.8,6.0,i,-0.7%
Cn1c(CCNC(=O)c2ccc(F)cc2)nc2ccccc21,-0.8,2.2%,i,10.5%,-7.9,-66.3*,i,-1.0%
COCc1cc(C)nc(OCC(=O)N/N=C/c2ccccc2)c1C#N,0.9,-6.6%,i,0.8%,0.8,0.2,i,0.5%
CCCC/S(C)=N/S(=O)(=O)c1ccc(C)cc1 (centres undefined),0.6,4.1%,i,1.8%,-1.9,24.7,i,2.6%
N[C@@H](Cc1ccc(O)cc1)c1nnc([C@H](CO)NC(=O)C2CCNCC2)o1,-0.3,3.2%,i,-0.9%,33.0*,5.2,i,x
CC1=CCC(C(=O)O)C(C(=O)O)C1 (centres undefined),-2.1,4.7%,i,9.7%,-1.5,u,i,1.3%

# Whole records as entered above:
# COc1cc(/C=N/NC(=O)c2ccncc2)ccc1OCc1cnc(Cl)s1 as listed: CCT chaperon mod: -3.4; EPAC2 ag: 5.3%; PTHR1 ag: i; EPAC2 antagonist: 3.2%; DRD3 agonist: 1.4; DRD3 antagonist: -21.4; Akt phos inh: i; MmCpn inh: 0.6%
# O=c1cc(CN2CCN(c3ccc(F)cc3)CC2)nc2sccn12 as listed: CCT chaperon mod: -1.6; EPAC2 ag: 4.9%; PTHR1 ag: i; EPAC2 antagonist: 0.5%; DRD3 agonist: -0.5; DRD3 antagonist: 36.7; Akt phos inh: i; MmCpn inh: -6.8%

# (list continues)
SMILES,CCT chaperon mod,EPAC2 ag,PTHR1 ag,EPAC2 antagonist,DRD3 agonist,DRD3 antagonist,Akt phos inh,MmCpn inh
CS(=O)(=O)c1ccc(NC(=O)CCN2C(=O)C3CC=CCC3C2=O)cc1 (centres undefined),-0.4,-7.3%,i,-0.3%,5.4,0.0,i,0.3%
O=C(c1ccc(OC2CCN(C/C=C/c3ccc(F)cc3)CC2)cc1)N1CCCC1,-3.9,-1.4%,-63.3%[inhibitor],7.3%,-19.7,-15.0,i,1.2%
Cc1cc(NC(=O)CSCC(=O)NC(C)c2ccccc2)no1 (centres undefined),-2.1,5.1%,26.9%,3.4%,-2.9,-8.8,i,-5.0%
OCCc1ccc(NCCc2ccco2)cc1,-0.7,7.7%,-25.3%,1.0%,-7.6,11.1,i,x
Cc1ccc2cc(CN(Cc3ccc(F)cc3)Cc3nnnn3C3CCCC3)c(=O)[nH]c2c1,0.4,4.9%,-21.4%,-2.7%,-25.5,7.0,i,0.7%
CCOc1ccccc1NC(=O)NC1CC2CCCC(C1)N2Cc1nnnn1CCc1ccccc1 (centres undefined),0.5,3.9%,i,-1.8%,-4.2,-1.0,i,0.8%
Cc1ccc(N(C(=O)c2csnn2)C(C(=O)NC2CCCCC2)c2ccco2)cc1 (centres undefined),-1.0,12.7%,u,-6.4%,-0.4,-18.3,i,-0.7%
COc1ccc(CNC(=O)CSc2cc(=O)n(C)c3ccccc23)cc1,0.5,5.4%,-2.4%,-22.1%,1.3,2.2,i,3.9%
COc1cc2c(cc1OC)C(C(=O)NCC1COc3ccccc3O1)C(c1cccnc1)N(C)C2=O (centres undefined),-2.4,-1.0%,-20.7%[57.5 µM],3.1%,0.4,9.3,i,0.4%
CN(C(=O)c1ccc(Br)o1)C1CCCCC1,1.1,7.2%,-2.7%,-9.0%,-2.9,0.8,i,0.4%
CCN(CC)S(=O)(=O)c1ccc(NC(=O)C2CCCN(C(=O)c3ccc(Cl)cc3)C2)cc1 (centres undefined),-2.1,0.1%,-35.8%[inhibitor],-11.7%,5.3,-2.1,i,0.9%
O=C(C1CCN(S(=O)(=O)c2cccs2)CC1)N1CCCCCC1,-2.3,6.3%,-55.8%[inhibitor],13.3%,0.0,5.7,i,0.2%
Cc1cc(Cl)cc2c1NC(=O)[C@]21[C@@H]2C(=O)N(Cc3ccccc3)C(=O)[C@@H]2[C@@H]2CCCN21,2.2,1.3%,-3.5%,-7.2%,-0.3,6.2,i,-1.0%&1.9%
Cc1cc(CN2CCCC(C(=O)Nc3ccc(-c4nc5ccccc5[nH]4)cc3)C2)n[nH]1 (centres undefined),-0.2,10.2%,i,14.3%,-21.7,-21.3,i,0.7%
COc1cccc(C2c3[nH]c4ccccc4c3CCN2Cc2cnn(C)c2)c1 (centres undefined),0.8,14.5%,-13.6%,-24.1%,-1.3,-22.2,i,-1.3%
CSc1nsc(SCC(=O)Nc2ccc(NC(C)=O)cc2)n1,-1.8,4.4%,i,-4.4%,2.3,-14.0,i,-0.3%
Cc1ccc(/C=C2/SC(=S)N(CC(=O)Nc3ncc(Cc4ccc(C)cc4)s3)C2=O)cc1,-3.2,-13.0%,i,1.8%,5.0,40.7,i,0.3%
CCOC(=O)CCc1c(C)nc(-n2[nH]c(C)c(CCO)c2=O)[nH]c1=O,-1.9,-2.9%,i,2.9%,-6.2,3.1,i,-2.1%
Cc1ccc(NC(=O)C(C)Sc2nc3nc(C)cc(C)n3n2)cc1 (centres undefined),-0.5,8.6%,-24.5%,6.9%,-0.8,-3.9,i,0.0%
Cc1ccccc1COC[C@H](CC(C)C)N1CCN(C(=O)c2cccc(C(F)(F)F)c2)CCC1=O,1.3,-7.6%,-13.4%,-20.5%,27.7,20.2,i,-0.3%
C[C@]12c3[nH]c4cc(-c5ccco5)ccc4c3CCN1C(=O)[C@@H](CC(=O)NCCN1CCOCC1)C[C@@H]2C(=O)N1CCOCC1,1.6,-0.6%,i,-1.3%,10.5,6.8,i,u
C=CCc1cccc(/C=N/NC(=O)C[n+]2ccccc2)c1O,-17.3,14.4%,i,0.5%,-13.2,-12.5,i,1.5%
CCN(CC)CC(O)Cn1c(-c2cccc(Cl)c2)nc2cc(C)c(C)cc21 (centres undefined),-0.1,9.9%,-8.8%,-0.3%,-10.6,-26.8,i,0.1%
Cn1nnnc1SCC(=O)Nc1c(Cl)cccc1Cl,-1.0,0.7%,i,-0.4%,0.5,10.3,i,-0.2%
CCCN(CCC)c1ccc(/C=N/NC(=O)CN2CCOCC2)cc1,-1.5,5.2%,i,-3.0%,3.9,0.9,i,-6.4%
CCOc1ccc2c(c1)C(=NNC(=O)c1ccccn1)c1cc(OCC)ccc1-2,-3.8,4.2%,-2.2%,9.1%,5.1,12.8,i,x
Cc1cc(C)c(S(=O)(=O)c2ccccc2C)c(OCCN(C)C)n1,1.8,4.7%,i,0.6%,-6.3,0.7,i,1.5%
CC1=NN(C(=O)c2c(Br)cnn2C)C(O)(C(F)(F)F)C1 (centres undefined),1.0,-0.5%,i,6.3%,1.4,-4.1,i,-0.6%
CN(C)c1nc(=S)nc(NCc2ccccc2)[nH]1,-2.2,8.8%,-24.8%,15.0%,6.0,-2.0,i,-1.8%
CCOC(=O)Cn1cnc2c(nnn2-c2ccc(OC)cc2)c1=O,-0.9,-1.3%,-3.5%[57.5 µM],0.3%,0.9,3.6,x,0.4%
Cc1cc(OCCCCCn2ccnc2)cc(C)c1Cl,1.8,6.5%,-33.0%[inhibitor],-14.8%,5.2,-10.6,i,2.0%
CCOc1ccccc1CNC(=O)C1CCN(C(=O)N2CC(C)Oc3ccc(C)cc32)CC1 (centres undefined),-1.4,19.8%,i,-12.3%,10.5,24.7,i,0.5%

# Assay outcomes (PubChem)

# Some of the compounds tested. The share of hits here may be higher or lower than overall.
